GPR55 activation: GPR55 agonists via beta-arrestin recruitment, primary screen, imaging, U2OS cells, beta-arrestin-GFP redistribution (AID 1961); U2OS GPR55 beta-arrestin-GFP redistribution imaging; higher % means a stronger effect; 290,000 tested, 0.048% active; activation, % at 10 µM, or EC50 in µM where a hit was titrated;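 active = activation above 40% with more than 50 cells counted in the well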;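 also: U2OS osteosarcoma cells stably expressing GPR55 and beta-arrestin-GFP; plate controls were DMSO negative control for no effect and LPI positive control for full effect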
KOR beta-arrestin-1: KOR antagonists, beta-arrestin recruitment, cell-based, luminescence, uHTS (AID 1778) | KOR beta-arrestin recruitment, luminescence, antagonist mode; higher % means a stronger effect | Kappa-type opioid receptor (Homo sapiens) | inhibition, % at 10 µM; hits with a dose series show IC50 in µM | 290,000 tested, 0.091% active; in the data active = inhibition above about 50%; also: strong numbers were not always called active
KOR beta-arrestin-2: KOR agonists, beta-arrestin recruitment, primary screen, cell-based, luminescence, uHTS (AID 1777). KOR beta-arrestin recruitment, luminescence; higher % means a stronger effect. one-dose activation, % at 10 µM; EC50 in µM for titrated hits. Kappa-type opioid receptor (Homo sapiens). 280,000 tested, 0.02% active; in the data active = activation above about 50%, passing the limit was not always enough; also: a part of the inactive calls stands beside numbers as strong as those of hits
Rac1 GTP hydrolysis: MgcRacGAP GTPase-activating activity inhibitors, confirmation, biochemical, ADP Hunter fluorescence. inhibition, % at 30 µM, or IC50 in µM where a hit was titrated. AID 624330, 2012. 340,000 tested, 0.6% active. MgcRacGAP-stimulated Rac1 GTP hydrolysis, ADP Hunter fluorescence; higher % means a stronger effect; GST-tagged Rac1 F28L mutant substrate;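 active = first-screen hits whose inhibition reached a set limit at any dose in the follow-up dose series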;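 also: fluorescence reports GDP produced by GAP-driven GTP hydrolysis; strong numbers were not always called active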
UTI89 phage lysis: inhibition of K1F phage lysis, E. coli UTI89, bacterial capsule biogenesis inhibitors, alamar blue (AID 488966). 340,000 tested, 0.02% active. inhibition, % at 100 µM, or IC50 in µM where a hit was titrated. E. coli UTI89 K1F phage lysis, alamar blue, 2 h; higher % means a stronger effect;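 active = phage lysis inhibition, versus mean bacterial control, above a set limit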;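 also: capsule biogenesis inhibitors block K1F phage lysis so surviving cells raise fluorescence; higher fluorescence means more inhibition of phage lysis; actives were called in the ten point dose series up to 300 µM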
NOD1 inhibition: NOD1 signaling inhibitors, primary screen, cell-based, luminescence, uHTS (AID 1578); one-dose inhibition, % at 4 µM; EC50 in µM for titrated hits; NOD1-driven NF-kB luciferase reporter cells, luminescence; higher % means a stronger effect; 290,000 tested, 1% active; in the data active = inhibition mostly above about 36%, no sharp cut-off; inactive = mostly below about 34%;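 also: HEK-293T reporter cells stimulated with the NOD1 agonist gamma-tri-DAP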
GPR55 LPI antagonism: GPR55 antagonists blocking LPI-driven arrestin recruitment, primary screen, imaging, U2OS, beta-arrestin-GFP, LPI agonist (AID 2013) | G-protein coupled receptor 55 (Homo sapiens) | U2OS GPR55 beta-arrestin-GFP translocation imaging, LPI antagonism; higher % means a stronger effect | inhibition, % at 10 µM, or IC50 in µM where a hit was titrated | 290,000 tested, 0.13% active;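 active = spots per cell inhibited over 60%, with over 100 cells counted and total cytoplasm intensity under 500,000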;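 also: U2OS cells stably carrying GPR55 and arrestin-GFP stimulated by 5 µM LPI near EC80; imaged beta-arrestin-GFP aggregate spots per cell after agonist stimulation; plate controls were LPI-stimulated DMSO wells for no effect and DMSO wells without LPI for full effect; some results filed as inactive read as strong as hits; confirmed hits need IC50 under 10 µM and bright autofluorescent wells are also inconclusive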
NTR1 agonist: agonists of NTR1, primary screen, imaging, U2OS cells, beta-arrestin-GFP, high content (AID 493036); NTR1-U2OS beta-arrestin-GFP spot imaging, agonist mode; activation, % at 20 µM; 330,000 tested, 0.17% active;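 active = activation at or above 40% of the spot to cytoplasm intensity ratio, with at least 20 cells analyzed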;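 also: 0% = DMSO without peptide and 100% = 100 nM NTR1 peptide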
Target sequence (P30989 whole entry, looked up): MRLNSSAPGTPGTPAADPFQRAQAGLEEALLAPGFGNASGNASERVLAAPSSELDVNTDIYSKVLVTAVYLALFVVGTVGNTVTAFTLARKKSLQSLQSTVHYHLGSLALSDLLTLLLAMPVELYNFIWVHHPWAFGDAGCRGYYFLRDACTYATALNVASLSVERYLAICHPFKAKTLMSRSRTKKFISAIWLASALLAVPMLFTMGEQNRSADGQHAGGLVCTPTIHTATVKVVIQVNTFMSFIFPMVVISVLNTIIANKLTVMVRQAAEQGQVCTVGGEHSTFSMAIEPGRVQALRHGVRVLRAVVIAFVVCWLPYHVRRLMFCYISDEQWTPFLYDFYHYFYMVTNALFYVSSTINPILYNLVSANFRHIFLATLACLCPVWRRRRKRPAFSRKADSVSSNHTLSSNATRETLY
GPR35 arrestin U2OS: GPR35 antagonists blocking zaprinast-driven arrestin recruitment, primary screen, imaging, U2OS, beta-arrestin-GFP, zaprinast agonist (AID 2058) | G-protein coupled receptor 35 (Homo sapiens) | U2OS GPR35 beta-arrestin-GFP translocation imaging, zaprinast antagonism; higher % means a stronger effect | inhibition, % at 10 µM, or IC50 in µM where a hit was titrated | 290,000 tested, 0.052% active;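 active = inhibition of at least 50% with at least 30 cells and total cytoplasm GFP at most 10,000,000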
NTR1 agonist cell count 20 µM: also measured in NTR1 agonist; calls as there; cell count; measured here: cell count, cytotoxicity flag
Numbers without * were called inactive; x = no result given; [ ] = another dose, or the depositor's remark. These rows are one share of the data; the hit share may differ from the screen's.

SMILES	GPR55 activation	KOR beta-arrestin-1	KOR beta-arrestin-2	Rac1 GTP hydrolysis	UTI89 phage lysis	NOD1 inhibition	GPR55 LPI antagonism	NTR1 agonist	NTR1 agonist cell count 20 µM	GPR35 arrestin U2OS
O=C(NNC(=O)c1cccs1)c1cccc(F)c1	0.1%	-21%	-0.2%	-1%	0.2%	-42%	-5%	-0.7	32	1%
S=C1NC2=C(CCCC2)C2(CCCCC2)N1	-0.3%	5%	-4.1%	12%	0.9%	-11%	5%	-0.7	51	11%
COc1cc(N2CCCC2)c(OC)cc1/C=C(/C#N)c1cccc(Br)c1	-0.1%	-3%	1.2%	7%	-0.4%	-8%	12%	x	x	1%
COc1ccc(OC)c(-c2csc(NC(=O)C3COc4ccccc4O3)n2)c1 (stereo not given)	0.1%	12%	-5.8%	5%	0.6%	-13%	8%	9.4	41	-12%
O=C(CNc1n[nH]c(=O)[nH]c1=O)N/N=C/C=C/c1ccccc1	0.4%	-13%	-3.0%	-2%	1.6%	2%	20%	-0.3	51	3%
CCN1CCOC(CC(=O)Nc2cccc([N+](=O)[O-])c2)C1=O (stereo not given)	-0.3%	-10%	3.3%	x	x	0%	-7%	-0.4	37	6%
CCc1ccc2[nH]c(=O)c(CN(Cc3ccc(OC)cc3)Cc3nnnn3CCOC)cc2c1	-0.1%	18%	24%	5%	0.4%	-12%	8%	x	x	6%
COc1ccc(N(Cc2cc3ccc(C)cc3[nH]c2=O)C(=O)C2CCCO2)cc1 (stereo not given)	-0.1%	20%	4.5%	6%	0.3%	-6%	2%	0.2	50	4%
COc1ccc(-n2c(NC(=O)c3ccco3)c(C#N)c3nc4ccccc4nc32)cc1	-0.1%	3%	0.7%	7%	-0.3%	10%	-2%	2.3	68	7%
COc1ccccc1CN1CC(C(=O)N(C)CCCn2nc(C)cc2C)CCC1=O (stereo not given)	-0.1%	-9%	4.8%	-1%	-0.1%	-34%	19%	2.1	61	0%
COc1ccc2nc(SCC(=O)NC3CCCc4ccccc43)[nH]c2c1 (stereo not given)	-0.4%	-22%	-5.1%	4%	2.4%	1%	6%	3.6	48	-6%
CSCCC(NS(=O)(=O)c1ccc2c(c1)OCCO2)C(=O)NCCc1ccccn1 (stereo not given)	-0.2%	33%	-10%	6%	0.7%	13%	10%	-0.7	86	7%
NNC(=S)NCc1ccc2c(c1)OCO2	0.0%	-11%	0.0%	0%	4.8%	-29%	-7%	-0.2	41	-5%
CSc1nc2cc(Oc3cccc(Cl)c3Cl)c(Cl)cc2[nH]1	-0.5%	6%	-2.9%	1%	-5.8%	33%	29%	2.0	57	4%
O=C(CSCc1ccc(Cl)cc1)N/N=C/c1ccc(Cl)cc1Cl	-0.2%	4%	2.5%	9%	0.1%	-40%	11%	2.0	85	-17%
CC1=CC(C#N)(C#N)C(C#N)(C#N)C(c2ccccc2)N1 (stereo not given)	0.7%	-4%	7.8%	x	x	1%	-2%	0.1	56	-4%
O=C(COC(=O)c1cc(-c2cccs2)nn1-c1ccccc1)Nc1ccc(Cl)c([N+](=O)[O-])c1	-0.2%	-6%	-1.9%	6%	3.7%	0%	13%	1.0	45	-16%
CN1c2ccccc2Oc2nnc(N3CCN(Cc4ccccc4)CC3)cc21	-0.3%	2%[20 µM]	-9.5%	12%	-1.1%	-15%	-9%	2.6	36	-3%
CCOc1ccccc1NC(=O)c1ccc(-n2cncn2)nc1	-0.1%	1%[20 µM]	-3.5%	1%	-1.0%	-26%	8%	-0.9	43	-12%
COc1ccc(N=c2oc3c(OC)cccc3cc2C(=O)NCc2ccco2)c(OC)c1	-0.2%	8%	62%	-5%	0.1%	-181%	-5%	36	94	31%
CCCn1c(N)c(N(CCOC)C(=O)c2ccc(Cl)c([N+](=O)[O-])c2)c(=O)[nH]c1=O	0.0%	-8%	0.9%	2%	-0.1%	-20%	3%	-0.1	35	14%
CC(C)(C)c1ccc(S(=O)(=O)NNC(=O)c2cc3ccccc3[nH]2)cc1	0.9%	-22%	6.0%	1%	-0.3%	-1%	0%	1.5	68	-2%
COC(=O)[C@H](c1ccccc1Cl)N1CCc2sccc2C1	-0.1%	21%[20 µM]	-0.1%	10%	0.1%	-19%	2%	-0.4	50	-8%
Cc1ccc(NC(=S)N(CCCN(C)C)Cc2cc3cc4c(cc3[nH]c2=O)OCO4)cc1	-0.1%	-35%[20 µM]	x	8%	-2.3%	-28%	6%	3.8	37	8%
COc1ccc(/C=N/NC(=O)CSc2nnc(C)n2-c2ccccc2)c(OC)c1OC	0.6%	1%	6.2%	2%	-0.3%	20%	-5%	1.1	45	11%

Continued.
SMILES	GPR55 activation	KOR beta-arrestin-1	KOR beta-arrestin-2	Rac1 GTP hydrolysis	UTI89 phage lysis	NOD1 inhibition	GPR55 LPI antagonism	NTR1 agonist	NTR1 agonist cell count 20 µM	GPR35 arrestin U2OS
O=C(NCc1ccco1)c1ccc2ccccc2n1	0.5%	3%[20 µM]	-2.6%	7%	0.3%	-42%	3%	-0.4	81	0%
CC(NC(=O)c1ccco1)C(=O)N(C)Cc1ccc(C(F)(F)F)cc1 (stereo not given)	-0.1%	-36%	4.0%	1%	0.2%	6%	-3%	0.9	66	-3%
CN(CC(=O)NCc1ccncc1)S(=O)(=O)c1ccc2ccccc2c1	-0.1%	-14%[20 µM]	x	8%	-0.3%	-42%	-3%	-0.4	33	9%
CCOC(=O)c1nnc(-c2ccccc2)nc1Sc1c(Cl)cccc1Cl	0.3%	12%	0.4%	6%	0.7%	56%	8%	10	52	-10%
CCCCOC(=O)CSC(=S)N(C)Cc1cccs1	-0.2%	20%	8.8%	7%	8.4%	9%	-13%	3.5	43	4%
C=C(C)c1cccc(C(C)(C)NC(=O)Nc2ccc3[nH]c(=O)[nH]c3c2)c1	-0.2%	-32%	1.0%	16%	-0.1%	-19%	-5%	0.1	31	1%
Brc1ccccc1OCCNCc1ccccc1	-0.4%	-29%	1.0%	29%	-1.9%	-19%	7%	-0.9	37	-8%
C/C(=N/NC(=O)c1sc(NS(=O)(=O)c2ccccc2)nc1C)c1ccccc1	-0.2%	37%	-4.5%	9%	-0.1%	-11%	7%	-1.2	80	4%
CCOc1ccccc1/C=C/c1nc2ccccc2[nH]c1=O	0.8%	-22%	4.3%	-4%	-0.1%	-10%	12%	1.1	51	-10%
COc1ccc(-c2nnc3ccc(SCC(=O)Nc4nc5ccccc5s4)nn23)cc1OC	-0.2%	-17%	4.8%	9%	4.6%	-17%	-2%	0.2	38	0%
COC(=O)c1cc(C)nc(N)c1C#N	0.2%	-22%	-2.5%	3%	-0.1%	-5%	-2%	-1.2	44	-6%
COc1ccc(NC(=S)NCc2cccs2)cc1	0.6%	-9%[20 µM]	-3.0%	8%	-0.7%	-8%	-3%	-0.9	38	-2%
C/C(=C\c1ccccc1)C(=O)N1CCN(c2cccc(C(F)(F)F)c2)CC1	-0.3%	-36%	3.4%	10%	4.5%	-10%	-5%	0.2	70	-4%
COC(=O)c1ccccc1CON1C(=O)C(C)(C)N(OCc2ccccc2C(=O)OC)C(=O)C1(C)C	-0.2%	-20%	7.5%	8%	7.1%	2%	-23%	2.0	62	13%
Cc1ccc(S(=O)(=O)N(C)c2ccc(OCC(=O)Nc3nc4c(ccc5ccccc54)s3)cc2)cc1	0.1%	-15%	0.4%	6%	0.9%[50 µM]	-37%	3%	0.5	85	7%
CC(=O)Nc1ccc(NC(=O)C2CCC(CNS(=O)(=O)c3cccc4nsnc34)CC2)cc1 (stereo not given)	0.2%	-18%	-5.6%	6%	-0.3%	-20%	-4%	0.0	30	-8%
O=C(Nc1ccccc1)Nc1ccc(F)c([N+](=O)[O-])c1	0.1%	0%	4.6%	7%	-16%	-32%	12%	3.4	27	-2%
Cc1cccc(NS(=O)(=O)c2c(C)n[nH]c2C)c1	-0.1%	-6%	1.6%	3%	0.3%	4%	22%	0.7	54	6%
CC(=O)NCC(=O)NC1CCCc2c1cnn2-c1ccc(C(C)(C)C)cc1 (stereo not given)	0.3%	-31%	1.5%	-16%	-1.1%	21%	-8%	2.1	64	2%
O=C(NCC(=O)N(c1ccccc1)C(C(=O)NC1CCCCC1)c1cccnc1)c1ccco1 (stereo not given)	-0.2%	-36%	-3.8%	9%	0.0%	-33%	14%	-0.4	59	14%
CC(=O)NCc1nc2ccccc2n1Cc1ccccc1F	0.2%	-15%	7.8%	2%	0.6%	-16%	5%	-2.3	64	4%
COc1ccc(NC(=O)c2ccccc2[N+](=O)[O-])cc1OC	-0.3%	-45%	9.3%	-5%	0.5%	1%	2%	-1.5	74	6%
O=C(C(Cc1ccccc1)n1cccc1)N1CCN(C2CCCCC2)CC1 (stereo not given)	-0.1%	-6%	8.4%	8%	1.5%	-4%	2%	10	61	12%
COc1ccc(NC(=S)Nc2ccccc2)cn1	0.0%	18%	-2.7%	1%	4.0%	-32%	6%	-0.9	41	-6%

5 of the compounds above, with bars between the fields.
Molecule | GPR55 activation | KOR beta-arrestin-1 | KOR beta-arrestin-2 | Rac1 GTP hydrolysis | UTI89 phage lysis | NOD1 inhibition | GPR55 LPI antagonism | NTR1 agonist | NTR1 agonist cell count 20 µM | GPR35 arrestin U2OS
O=C(Nc1ccccc1)Nc1ccc(F)c([N+](=O)[O-])c1 | 0.1% | 0% | 4.6% | 7% | -16% | -32% | 12% | 3.4 | 27 | -2%
COC(=O)c1cc(C)nc(N)c1C#N | 0.2% | -22% | -2.5% | 3% | -0.1% | -5% | -2% | -1.2 | 44 | -6%
O=C(NCc1ccco1)c1ccc2ccccc2n1 | 0.5% | 3%[20 µM] | -2.6% | 7% | 0.3% | -42% | 3% | -0.4 | 81 | 0%
CC(=O)NCc1nc2ccccc2n1Cc1ccccc1F | 0.2% | -15% | 7.8% | 2% | 0.6% | -16% | 5% | -2.3 | 64 | 4%
COc1ccc(NC(=S)Nc2ccccc2)cn1 | 0.0% | 18% | -2.7% | 1% | 4.0% | -32% | 6% | -0.9 | 41 | -6%

Compound activity (PubChem)
